VLA-4 inh – inhibition in a human VLA-4 binding assay; P13612; VLA-4 expressing cells, ligand binding flow cytometry; inhibition, % (about 7 µM as worked out from the volumes in the protocol); hit rate 0.2% among 330,000; AID 2557; in the data active = inhibition above about 50%
GRK2 aptamer HTS – blocks RNA aptamer binding to human GRK2 | hit rate 0.59% among 330,000 | inhibition of aptamer binding, % at 10 µM | bead flow cytometry, FAM-aptamer displacement from GRK2 | AID 488847;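 active = inhibition of aptamer binding above 40%, roughly 3 SD of noise, on plates passing a quality check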;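 note: median bead fluorescence of bound FAM aptamer so fluorescent compounds give negative values; no value below 0 was filed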
Target sequence (P25098 whole entry, looked up): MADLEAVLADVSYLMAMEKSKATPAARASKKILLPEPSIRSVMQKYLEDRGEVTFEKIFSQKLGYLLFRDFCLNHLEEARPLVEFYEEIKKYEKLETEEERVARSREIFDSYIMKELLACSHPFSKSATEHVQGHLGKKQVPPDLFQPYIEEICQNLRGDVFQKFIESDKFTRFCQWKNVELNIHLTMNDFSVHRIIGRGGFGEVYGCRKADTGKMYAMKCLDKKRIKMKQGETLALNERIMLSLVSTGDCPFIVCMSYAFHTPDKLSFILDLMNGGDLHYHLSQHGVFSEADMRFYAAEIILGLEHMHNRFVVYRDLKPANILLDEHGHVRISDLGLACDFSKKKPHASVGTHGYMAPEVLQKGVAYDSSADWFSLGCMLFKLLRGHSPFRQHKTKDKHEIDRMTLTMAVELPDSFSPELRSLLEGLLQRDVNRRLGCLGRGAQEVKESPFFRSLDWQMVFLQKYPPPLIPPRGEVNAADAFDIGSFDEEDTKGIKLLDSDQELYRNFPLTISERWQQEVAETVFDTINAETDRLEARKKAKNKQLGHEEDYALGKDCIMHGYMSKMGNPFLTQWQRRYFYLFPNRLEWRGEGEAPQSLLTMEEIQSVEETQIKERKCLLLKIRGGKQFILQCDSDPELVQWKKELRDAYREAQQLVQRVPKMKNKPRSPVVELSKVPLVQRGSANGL
JMJD2C inh – blocks human GASC-1 demethylase activity; Q9H3R0; GST-JMJD2C(1-420) H3K9me3 demethylation, DELFIA europium; inhibition, % at 2.35 µM; hit rate 0.069% among 330,000; AID 2099;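 active = more than half of a compound's replicate wells show inhibition beyond 50%, single wells judged on their own value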;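 note: signal counts dimethyl H3K9 product captured on neutravidin plate; 0% = median of DMSO wells and 100% = 0.3 times that DMSO median; strong numbers were not always called active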
PP5 inh – PP5 (human) phosphatase inhibition. P53041. purified PP5c, OMFP substrate fluorescence. inhibition, % at 6.7 µM. hit rate 0.18% among 320,000;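 active = inhibition above the campaign's mean inhibition across all tested compounds plus 3 SD, cut at about 9.5% in these data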;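 note: 0% = DMSO only and 100% = 100 µM cantharidin control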
proCasp7 act – counter-screen for procaspase-3 activators: activators of human procaspase-7; P55210; recombinant procaspase-7, Ac-DEVD-pNA absorbance 405 nm; D23A/D198A/D206A triple mutant, cannot self-cleave; scale: DMSO 0, 5 µM enzyme 100; activation, % at 8.5 µM; hit rate 0.093% among 330,000; AID 463210;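 active = percent activation above the screen-wide mean plus 3 SD, cut at about 25% in these data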
Target sequence (P55210 whole entry D23A/D198A/D206A): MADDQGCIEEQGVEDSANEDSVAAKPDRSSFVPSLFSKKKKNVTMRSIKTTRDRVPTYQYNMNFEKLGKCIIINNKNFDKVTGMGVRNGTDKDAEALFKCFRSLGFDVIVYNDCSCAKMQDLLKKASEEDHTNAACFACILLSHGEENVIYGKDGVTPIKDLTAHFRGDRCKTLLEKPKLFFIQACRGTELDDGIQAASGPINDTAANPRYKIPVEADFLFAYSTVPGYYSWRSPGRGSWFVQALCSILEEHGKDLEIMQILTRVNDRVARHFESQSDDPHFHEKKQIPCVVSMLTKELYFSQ
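Assay system: Uncleavable procaspase-7 mutant enzyme; Input: 2 µM procaspase-7 mutant as dispensed; Also added: DEVD-pNA substrate; Medium: Zinc-free HEPES pH 7.4 with 300 mM NaCl, 0.01% Triton X-100; Timing: 1 h compound preincubation, 2 h substrate cleavage, 25 °C; Measured by: Epi-absorbance of released pNA at 405 nm, two timepoints.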
procasp3 activ – activates human procaspase-3 | AID 463141 | P42574 | hit rate 0.11% among 330,000 | activation, % at 8.5 µM | recombinant procaspase-3 D3A, Ac-DEVD-pNA absorbance 405 nm;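 active = activation above the mean of all tested compounds plus 3 SD, cut at about 21% in these data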;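 note: 0% = DMSO alone and 100% = DMSO wells spiked with extra 5 µM PC-3 D3A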
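Evaluation: percent activation relative to control range; Material: Procaspase-3 D3A mutant, all three cleavage aspartates alanine; Compound: single dose, 8.5 µM nominal compound, 0.8% DMSO; Replication: one well per compound; Signal: absorbance at 405 nm, 0 and 120 min; Schedule: 1 h preincubation plus 2 h reaction at 25 °C.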
PP1 counter – PP1-alpha (human) inhibition in PP5 counter-screen. purified PP1alpha, OMFP fluorescence. inhibition, % at 6.7 µM. hit rate 0.9% among 320,000. AID 2235. P62136;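 active = inhibition above the mean inhibition of all tested compounds plus 3 SD, computed separately for each screening campaign, cut at about 15% in these data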
CTSL1 counter – counter-screen for PFM18AAP inhibitors: inhibitors of F. hepatica cathepsin L1. hit rate 0.49% among 300,000. inhibition, % at 5.96 µM. recombinant F. hepatica cathepsin L1, Z-Leu-Arg-MCA fluorescence;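 active = inhibition above the mean of all tested compounds plus 3 SD, set per screening campaign, cut at about 17% in these data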;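 note: 0% = plate median of test compound wells and 100% = 1 µM Z-Phe-Ala-diazomethylketone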
core dimer inh – HCV core protein dimerization inhibition | hit rate 0.33% among 300,000 | TR-FRET GST/Flag-core106 dimerization, 1536-well | AID 1899 | inhibition, % at 5 µM;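 active = inhibition above the mean of all tested compounds plus 3 SD, set per screening campaign, cut at about 45% in these data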
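System: GST/Flag-tagged HCV core106 proteins. Incubation: compound-protein-antibody incubation 4 h at 22.5 °C. Technique: HTRF with 340 nm excitation, 617/671 nm emission. Medium: KF-containing HEPES buffer, pH 7.45, DTT, CHAPS, BSA. Read-out: inhibition (%) from 671 over 617 nm ratio. Also added: Eu(K)-anti-GST 90 ng/mL plus XL665-anti-Flag 1 µg/mL.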
* hit, by the source's call; . = not tested or not shown.

SMILES | VLA-4 inh | GRK2 aptamer HTS | JMJD2C inh | PP5 inh | proCasp7 act | procasp3 activ | PP1 counter | CTSL1 counter | core dimer inh
CC1CN(C(=O)c2cc(S(=O)(=O)N3CCN(c4ccccc4)CC3)ccc2Cl)CC(C)O1 (stereo not given) | -1 | 3 | -9 | 0.9 | 3 | -5 | 1 | 0 | 3
Cc1ccccc1Sc1ncnc2onc(C)c12 | -8 | 0 | -3 | 4.2 | 8 | -5 | -1 | 2 | 0
O=C(Nc1c(F)cc(F)cc1Br)c1cc(-c2ccc(O)cc2)on1 | 19 | 0 | 1 | 4.1 | -11 | 0 | -1 | 4 | 1
Cc1cccnc1NC(=O)CSc1nnc(CNC(=O)c2cccc([N+](=O)[O-])c2)n1C | -2 | 0 | 0 | 3.7 | 0 | 11 | 1 | -5 | -13
CCCc1cc(Nc2ccccc2)n2ncnc2n1 | 15 | 0 | 5 | -0.2 | 13 | 8 | -5 | 1 | 3
CC1(C)CC(NC(=O)C23CCC(C)(C2Br)C3(C)C)CC(C)(C)N1 (stereo not given) | -1 | 0 | . | 0.7 | -1 | 0 | -7 | 1 | -2
Cc1ccsc1C(=O)N1CCN(c2ccccn2)CC1 | -18 | 0 | 8 | 2.1 | 3 | -3 | 1 | -3 | -13
O=C(COC(=O)C1CCN(S(=O)(=O)c2cccs2)CC1)Nc1ccccc1 | 3 | 4 | 11 | 0.2 | 5 | -6 | 0 | 2 | 4
O=C(c1ccc(NS(=O)(=O)c2ccc3[nH]c(=O)[nH]c3c2)cc1)N1CCN(c2ccccc2)CC1 | 11 | 0 | -5 | 1.2 | -1 | 7 | 1 | . | .
COc1ccc(CNC(=O)C(=O)NC2CCC(C)CC2)cc1 (stereo not given) | 8 | 0 | 1 | -0.9 | 3 | 12 | -2 | -1 | -4
CC1=C(C)CC2(SC1)C(=O)N(c1ccccc1)N=C2N (stereo not given) | 5 | 0 | -2 | 0.9 | 3 | -2 | 0 | -1 | 0
Cc1cc(NC(=O)CSCC(=O)OCC(=O)c2cccc(Br)c2)no1 | 0 | 5 | 7 | -0.5 | -8 | -1 | -1 | . | .
CCOC(=O)NC(=O)c1cn(CCN(C)C)c(=O)[nH]c1=O | -2 | 10 | -3 | 0.7 | -1 | 5 | -2 | 3 | 1
CSCC[C@H](N)C(=O)N1CCC(C(=O)N[C@@H](Cc2c[nH]c3ccccc23)C(=O)O)CC1 | 9 | 0 | -20 | -1.4 | 6 | 7 | 2 | -1 | -1
O=C(COC(=O)/C=C/c1ccccc1Cl)Nc1cccnc1Cl | 5 | 0 | -11 | . | 7 | 8 | . | . | .
O=C(CCN1C(=O)c2ccccc2C1=O)NCc1ccc(F)cc1 | -3 | 0 | -24 | 2.2 | 1 | 6 | -1 | -1 | 3
O=C(NCc1cccnc1)c1ccc(Br)o1 | 6 | 0 | -10 | -1.1 | 9 | -6 | -6 | -3 | -6
CC1(C)CC(=O)c2ccc(OCc3ccc([N+](=O)[O-])cc3)cc2O1 | 23 | 0 | -6 | 0.2 | -1 | 6 | -6 | -3 | 0
O=C(O)c1cccnc1C(=O)N1CCc2c([nH]c3ccccc23)C1C(F)(F)F (stereo not given) | -4 | 0 | 20 | -1.7 | 1 | -1 | -1 | 1 | 2
O=C(Cc1cccs1)Nc1ccc(F)c(F)c1 | 20 | 0 | -18 | 2.8 | 10 | -3 | -2 | -3 | -1
COc1cc(OC)c(NC(=O)CN(C)S(=O)(=O)c2ccc(-c3ccc(=O)[nH]n3)s2)cc1Cl | 0 | 1 | 2 | 1.5 | 13 | 1 | 8 | 2 | 53*
CC1(C)N=C(N)N=C(N)N1c1cccc(CN)c1 | 4 | 0 | -22 | 2.5 | 6 | -8 | 0 | 2 | -3
O=C(CN1C2=NCCCN2c2ccccc21)c1cccc(Br)c1 | 4 | 1 | 4 | 0.8 | 12 | 5 | 1 | -4 | 0
Cn1nnnc1Sc1c(Cl)cccc1[N+](=O)[O-] | 3 | 0 | 4 | -0.7 | 4 | 7 | -4 | -1 | 1
COc1ccc(-c2ccnc(-c3ccc(O)cc3)n2)cc1 | 13 | 3 | -5 | 4.3 | 13 | 6 | 4 | -3 | -1
FC(F)(F)c1cccc(CN2CCSCC2)c1 | 16 | 2 | -4 | -0.2 | -7 | 3 | 1 | -1 | 9
O=C(Nc1ccc(Cl)cc1)ON=C1CCCC1 | -3 | 0 | 11 | -4.2 | -8 | 4 | -14 | 5 | -13
Cc1ccccc1NC(=O)NCCCN1CCN(C)CC1 | 8 | 0 | -1 | 3.2 | 3 | -4 | -2 | 3 | -13
Cc1ccc(/C(N)=N/OC(=O)Cc2cccc3ccccc23)cc1 | 5 | 0 | -5 | 2.4 | 5 | 6 | 2 | -1 | -3
COc1ccc(C(=O)n2nc(C)c(Br)c2C)cc1 | 12 | 0 | 16 | 1.6 | 13 | -4 | 3 | -1 | -6
c1cncc(-c2nc(NCCCn3ccnc3)c3ccccc3n2)c1 | 17 | 0 | -3 | -1.7 | 3 | 4 | 0 | -3 | -5
Cn1cc(C(=O)N/N=C/c2cccc(O)c2)ccc1=O | 4 | 0 | 4 | 0.9 | 9 | 7 | -1 | 1 | -6
CCOC(=O)C1CCCNC1=O (stereo not given) | -1 | 2 | 6 | -3.8 | 0 | -8 | -5 | -1 | -1
Cc1ccc(S(=O)(=O)/N=C(/c2ccc(F)cc2)N2CCCCC2)cc1 | 0 | 0 | 1 | 0.6 | -9 | 3 | -2 | 4 | -10
COc1cc(C2C(C#N)=C(N)Oc3c2c(-c2ccccc2)nn3-c2ccccc2)cc(OC)c1OC (stereo not given) | 19 | 1 | 1 | 1.9 | 5 | 10 | 1 | -3 | 11
Cc1cc(C)c2sc(N(CCCN(C)C)C(=O)c3ccc(S(=O)(=O)N(C)C4CCCCC4)cc3)nc2c1 | -1 | 0 | -11 | 0.9 | 13 | -1 | 8 | 1 | -11
Cc1ccc(OCC(=O)N2CCc3ccccc32)c([N+](=O)[O-])n1 | 9 | 0 | -3 | -0.8 | 3 | -1 | 2 | -1 | 0
COc1ccc(-n2nc3c(c2NC(=O)CBr)CSC3)cc1 | 16 | 0 | -11 | 2.0 | -2 | -5 | 1 | 0 | 6
CN(c1ccccc1C(=O)NC1CC2CCC1C2)S(=O)(=O)c1ccccc1 (stereo not given) | -4 | 2 | 7 | 0.8 | 7 | -1 | 0 | -1 | -17
COc1cccc(CN2CCN(c3ccc(F)cc3)C2=O)c1 | 6 | 1 | -3 | -1.2 | -7 | 4 | 8 | -1 | 1

In a second layout: entries from further up.
COc1ccc(-n2nc3c(c2NC(=O)CBr)CSC3)cc1
  VLA-4 inh: 16 | GRK2 aptamer HTS: 0 | JMJD2C inh: -11 | PP5 inh: 2.0 | proCasp7 act: -2 | procasp3 activ: -5 | PP1 counter: 1 | CTSL1 counter: 0 | core dimer inh: 6

CCOC(=O)C1CCCNC1=O (stereo not given)
  VLA-4 inh: -1 | GRK2 aptamer HTS: 2 | JMJD2C inh: 6 | PP5 inh: -3.8 | proCasp7 act: 0 | procasp3 activ: -8 | PP1 counter: -5 | CTSL1 counter: -1 | core dimer inh: -1

COc1cc(C2C(C#N)=C(N)Oc3c2c(-c2ccccc2)nn3-c2ccccc2)cc(OC)c1OC (stereo not given)
  VLA-4 inh: 19 | GRK2 aptamer HTS: 1 | JMJD2C inh: 1 | PP5 inh: 1.9 | proCasp7 act: 5 | procasp3 activ: 10 | PP1 counter: 1 | CTSL1 counter: -3 | core dimer inh: 11

COc1cccc(CN2CCN(c3ccc(F)cc3)C2=O)c1
  VLA-4 inh: 6 | GRK2 aptamer HTS: 1 | JMJD2C inh: -3 | PP5 inh: -1.2 | proCasp7 act: -7 | procasp3 activ: 4 | PP1 counter: 8 | CTSL1 counter: -1 | core dimer inh: 1

Another view of some results above.
SMILES: Cn1cc(C(=O)N/N=C/c2cccc(O)c2)ccc1=O
  VLA-4 inh: 4 | GRK2 aptamer HTS: 0 | JMJD2C inh: 4 | PP5 inh: 0.9 | proCasp7 act: 9 | procasp3 activ: 7 | PP1 counter: -1 | CTSL1 counter: 1 | core dimer inh: -6

SMILES: COc1cc(C2C(C#N)=C(N)Oc3c2c(-c2ccccc2)nn3-c2ccccc2)cc(OC)c1OC (stereo not given)
  VLA-4 inh: 19 | GRK2 aptamer HTS: 1 | JMJD2C inh: 1 | PP5 inh: 1.9 | proCasp7 act: 5 | procasp3 activ: 10 | PP1 counter: 1 | CTSL1 counter: -3 | core dimer inh: 11

The results go on:
SMILES | VLA-4 inh | GRK2 aptamer HTS | JMJD2C inh | PP5 inh | proCasp7 act | procasp3 activ | PP1 counter | CTSL1 counter | core dimer inh
COc1ccccc1C(=O)COC(=O)CCCN=C1NS(=O)(=O)c2ccccc21 | 1 | 0 | 0 | -1.6 | 2 | -4 | -4 | 4 | 2
O=C(NCCCN1CCOCC1)c1ccc(Cl)c(S(=O)(=O)N2CCCCCC2)c1 | -11 | 0 | 5 | -1.8 | -2 | 3 | 2 | -7 | 0
COc1ccccc1NC(=O)c1sc2nc(Cc3ccccc3)cc(C(F)(F)F)c2c1N | -26 | 0 | 2 | 2.8 | 5 | -4 | 3 | 4 | -3
O/N=C/c1ccccc1OCc1ccccc1Cl | 9 | 2 | 23 | 4.5 | 4 | 2 | 0 | -1 | 4
COc1ccc2oc(=O)c(-c3csc(Nc4ccc(O)cc4)n3)cc2c1 | . | 9 | 0 | 2.3 | -24 | -5 | 3 | 2 | -12
CC1CC(C)CN(C(=O)COC(=O)c2cc3ccccc3oc2=O)C1 (stereo not given) | -4 | 0 | -6 | . | 6 | -4 | . | . | .
O=C(Nc1ccc2c(c1)OCO2)C1Cc2ccccc2CN1S(=O)(=O)c1cccs1 (stereo not given) | 9 | 1 | 7 | -1.9 | -1 | -5 | 0 | 1 | 38
COc1ccc(CCNS(=O)(=O)c2ccc3[nH]c(=O)[nH]c3c2)cc1 | -5 | 0 | 0 | . | 12 | 7 | . | . | .
Cc1cc(C)n(-c2nnc(C)n2/N=C/c2ccc(O)cc2)n1 | -2 | 0 | -4 | 1.4 | 10 | 0 | -4 | 2 | -5
CC(C)c1cccc(C(C)C)c1NC(=O)COC(=O)c1ccc(OCC(=O)Nc2cccc(C(F)(F)F)c2)cc1 | 9 | 0 | 4 | 5.2 | -2 | -3 | -2 | 3 | 16
C/C=C\C=C\C(=O)N1CC2(CC(c3cccc(NC(=O)COc4ccc(Cl)cc4)c3)=NO2)C[C@H]1C(N)=O (stereo not given in full) | 24 | 7 | -11 | 2.8 | 1 | -3 | -1 | 3 | 47*

Rows are unselected, and some 2.6% of all compounds hit somewhere here.
